TNAP activators: stimulation of alkaline phosphatase TNAP activity – biochemical, luminescent, no phosphate acceptor, uHTS, primary screen (AID 1001) | purified TNAP, luminescent activation assay, no phosphate acceptor; higher activation fold means a stronger effect | activation fold at 20 µM, or EC50 in µM where a hit was titrated | actives 0.03% (n = 200,000); in the data active = activation fold from about 3, or a potency from the dose series; inactive = the rest, 99 in 100 with activation fold below about 1.6; note: many of its hits are not listed in these tables
PMI inhibitors: inhibitors of human PMI, primary screen, biochemical, fluorescence intensity, coupled assay (AID 1209). actives 0.42% (n = 190,000). purified PMI enzyme, coupled fluorescence intensity; higher % means a stronger effect. inhibition, % at 20 µM, or IC50 in µM where a hit was titrated;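 note: plate controls were DMSO vehicle for no effect and wells lacking substrate for full effect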
Myeloid diff 2: promotes myeloid progenitor differentiation; actives 1% (n = 360,000); ER-HoxA9 myeloid progenitors, lysozyme-GFP differentiation, flow cytometry; calls only at 10 µM;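 active = normalized GFP-positive differentiation at or above the plate's own cutoff, the solvent-only control mean plus 3 SD; inconclusive = no clear call, values can overlap the other calls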;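 note: cells exposed to compound for four days before flow analysis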
WT yeast gro inh: growth inhibition of WT yeast, mitochondrial fusion screen. mitochondrial fusion phenotypic screen, WT strain. inhibition, % at 10 µM. actives 2.1% (n = 190,000). AID 1362; in the data active = inhibition above about 58%; tested in S. cerevisiae
XIAP antagonists: small molecules displacing peptide from XIAP – biochemical, IAP family, fluorescence polarization (AID 1018); XIAP BIR domain, fluorescence polarization peptide displacement; higher % means a stronger effect; displacement, % at 20 µM, or IC50 in µM where a hit was titrated; actives 0.007% (n = 200,000); in the data active = displacement above about 50%; note: a part of the inactive calls stands beside numbers as strong as those of hits
RSV CPE inhibition: inhibition of RSV-induced cytopathic effect – HEp-2 cells, primary 10 µM value included (AID 2391); CPE inhibition, % at 10 µM, or IC50 in µM where a hit was titrated; HEp-2 cells, RSV-induced CPE inhibition; higher % means a stronger effect; actives 0.13% (n = 310,000); in the data active = a potency from the dose series; inconclusive = CPE inhibition mostly from about 23% at the one dose, without a potency; inactive = the rest, 99 in 100 with CPE inhibition below about 21%; note: strong numbers were not always called active
SIAH1 antagonists: Siah-1 peptide-binding antagonists, primary screen, biochemical, fluorescence polarization, rhodamine-plectin, uHTS (AID 1817) | Siah-1 / rhodamine-plectin peptide fluorescence polarization; higher % means a stronger effect | displacement, % at 20 µM; hits with a dose series show IC50 in µM | actives 0.02% (n = 290,000);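 active = displacement of at least 50% at 20 µM, with a fluorescence ratio check between 0.3 and a set limit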;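 note: plate controls were Siah plus tracer with DMSO for no effect and tracer alone without Siah for full effect; strong numbers were not always called active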
Salmonella PhoP GFP: inhibitors of PhoP regulon expression, primary screen, Salmonella Typhimurium, GFP reporter (AID 1863); S. Typhimurium PhoP-regulated promoter GFP reporter, 4 h; higher % means a stronger effect; inhibition, % at 50 µM, or IC50 in µM where a hit was titrated; actives 0.16% (n = 300,000);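 active = inhibition over 29.93%, a cutoff 3 SD above the screen mean, later confirmed by dose response; inconclusive = inhibition over 29.93% but no dose response follow-up; inactive = inhibition at most 29.93% or unconfirmed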;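 note: 0% = low Mg2+ inducing control and 100% = high Mg2+ repressing control; strong numbers were not always called active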
human PMI inhibitors: MPI inhibition at elevated mannose 6-phosphate – biochemical, fluorescence intensity, high mannose 6-phosphate, primary screen (AID 1220) | recombinant PMI enzyme, coupled fluorescence intensity; higher % means a stronger effect | one-dose inhibition, % at 20 µM; IC50 in µM for titrated hits | actives 0.66% (n = 190,000)
WT yeast gro inh mutant strain: also measured in WT yeast gro inh; calls as there; inhibition, %; mitochondrial fusion phenotypic screen, mutant strain inhibition
Myeloid diff 2 GFP+ MAC1+ %: further read-out of Myeloid diff 2, marked with its call; GFP+ MAC1+ double positive, %; measured here: differentiation confirmed by MAC1 staining
Numbers without * were called inactive; i = inactive; ? = inconclusive; / = not tested or not shown; & = joins results of further samples. Cut-off read from the data, not from the text of the source, unless noted: active = inhibition above about 50%; inactive = the rest.

No. | SMILES | TNAP activators | PMI inhibitors | Myeloid diff 2 | Myeloid diff 2 GFP+ MAC1+ % | WT yeast gro inh | WT yeast gro inh mutant strain | XIAP antagonists | RSV CPE inhibition | SIAH1 antagonists | Salmonella PhoP GFP | human PMI inhibitors
1 | COc1ccc2c(c1)c1c(n2C(C)=O)C(OC(C)=O)=NCC1 | 1 | 14% | i | 0.9 | -1 | 59 | -1.3% | ? | 0% | 3% | 19%
2 | CCOC(=O)c1cccc(N2C(=O)C3C(C2=O)C2C=CC3C23CC3)c1 (stereo unspecified) | 1.1 | 11% | i | 0.7 | 8 | 21 | -0.9% | 2.5% | 2% | 0% | 11%
3 | CC(C)Cn1cnc2c1c(=O)n(CC(O)c1ccccc1)c(=O)n2CC(C)C (stereo unspecified) | 1.1 | 4% | i | 0.6 | 3 | -8 | -7.1% | -2.6% | -3% | 5% | -7%
4 | NC(=O)C1CCN(C(=O)OCc2ccccc2)CC1 | 1.1 | 2% | i | 0.6 | -10 | 4 | -1.8% | 0.3% | 9% | 2% | 1%
5 | CCOc1ccc(CN(CCO)CCO)cc1C(=O)OC | 1.2 | 3% | i | 1.4 | 5 | 6 | -2.1% | 2.1% | 7% | 0% | -2%
6 | O=C(C1=C[C@H](c2ccccc2)C[C@H](OCc2ccc(CO)cc2)O1)N1CCN(Cc2ccccc2)CC1 | 1.1 | 16% | i | 1.3 | 8 | 5 | -3.7% | 5.8% | 4% | -9% | 32%
7 | CCOC(=O)N1CCN(C(=O)c2ccc3c(c2)N(Cc2cccc(Cl)c2)C(=O)c2ccccc2S3=O)CC1 (stereo unspecified) | / | / | ? | / | / | / | / | 4.9% | -3% | 4% | /
8 | CCOc1cc(C2C3=C(CC(C)(C)CC3=O)Nc3n[nH]c(C)c32)ccc1O (stereo unspecified) | 1.1 | -9% | i | 0.8 | 19 | -13 | -4.7% | 0.3% | 3% | 3% | 27%
9 | Cc1cc(F)ccc1S(=O)(=O)Nc1ccccc1C(=O)NCc1cccnc1 | 1 | -15% | i | 0.1 | 17 | 3 | -4.5% | -0.9% | -6% | 4% | -2%
10 | CC(C)c1ccc(OCC(=O)N(Cc2ccccc2)c2ccccn2)cc1 | 1 | -7% | i | 0.0 | 11 | 13 | -19% | -0.1% | -4% | 4% | -9%
11 | Cc1nc(-c2ccc(C(=O)N3CCOCC3)cc2)cs1 | 1 | -4% | i | 0.6 | 11 | -6 | -3.5% | 0.7% | -5% | -12% | -3%
12 | Cc1cc(OCC(O)CN2CCN(C)CC2)ccc1C(C)C (stereo unspecified) | 1.2 | 1% | i | 2.4&0.2 | 2 | -11 | 1.3% | 0.2% | 7% | 0% | -10%
13 | O=C(NCC1(c2ccccc2)CCCC1)c1ccco1 | 1.1 | 8% | i | 0.5 | 2 | 7 | -1.2% | 0.3% | 0% | -9% | 13%
14 | CCc1nnc(NC(=O)c2cnccn2)s1 | 1 | 5% | i | 0.3 | 2 | -7 | -1.5% | 0.2% | -3% | 12% | -6%
15 | O=c1[nH]c2ccc(NC(=S)Nc3ccc(Cl)cc3)cc2[nH]1 | 1.2 | -6% | i | 0.3 | 5 | 9 | -2.2% | 0.0% | 0% | -1% | -6%
16 | Cc1cc(N2C(=O)[C@@H]3[C@H](C2=O)[C@@H]2C[C@H]3C(Br)C2Br)no1 (stereo partly specified) | / | / | i | 0.8 | / | / | / | 1.1% | 2% | -6% | /
17 | Cc1ccc(NC(=O)c2ccc(F)c(S(=O)(=O)N3CCOCC3)c2)cc1F | 1.2 | 4% | i | 5.8 | -11 | -1 | -1.0% | 1.3% | 1% | -22% | 0%
18 | COc1ccccc1NC(=O)c1cc2c(=O)n(C)c3ccccc3c2n1C | / | / | i | 0.1 | / | / | / | 1.9% | -3% | -13% | /
19 | CCCOc1cccc(C2/C(=C(/O)c3ccncc3)C(=O)C(=O)N2CCCN(C)C)c1 (stereo unspecified) | 1.1 | 4% | / | / | / | / | 2.1% | / | -3% | / | 2%
20 | O=C(Oc1ccccc1C(=O)N1CCOCC1)c1ccccc1 | 1.1 | 1% | i | 6.6 | -7 | -3 | -0.6% | 0.1% | 7% | 8% | 3%
21 | Cc1ccc(NC(=O)C2(c3ccccc3)CCOCC2)c([N+](=O)[O-])c1 | 1.2 | -4% | i | 0.5 | 2 | -4 | -4.8% | -0.1% | 0% | -3% | -4%
22 | Cc1ccc(C(=O)NCCSc2ccccc2)cc1S(=O)(=O)Nc1ccccc1 | 1.1 | 10% | i | 7.1 | 13 | 18 | -4.0% | 0.8% | 2% | 1% | 8%
23 | Cc1ccc(N2C(=O)[C@@H]3C(C(=O)CCN4C(=O)c5ccccc5C4=O)=NN[C@@H]3C2=O)cc1 | 1.1 | 7% | i | 0.6 | 11 | 18 | -6.1% | 3.0% | -6% | 3% | 1%
24 | Cn1ncc2c(Nc3ccc([N+](=O)[O-])cc3)nc(Cl)nc21 | / | / | i | 0.3 | / | / | / | 3.8% | 6% | -6% | /
25 | O=C(Nc1sc2c(c1C(=O)NCCCO)CCCC2)c1ccccc1 | / | / | i | 0.6 | / | / | / | 10% | 2% | -5% | /
26 | Cc1cc(NC(=O)CCC(=O)N(Cc2cccnc2)C(C(=O)NC(C)(C)C)c2ccccc2Cl)no1 (stereo unspecified) | / | / | i | 0.4 | / | / | / | 1.3% | 1% | -3% | /
27 | O=C(c1cc([N+](=O)[O-])cc([N+](=O)[O-])c1)N(c1ccccn1)c1ccccn1 | 1.1 | 9% | i | 0.2 | 22 | 17 | -4.7% | 0.8% | 2% | 9% | 11%
28 | O=C(CCn1cccc1)Nc1ccccc1F | 1.1 | 4% | i | 0.7 | -10 | -4 | -1.5% | 0.6% | 5% | 3% | 4%
29 | O=C1CSC(c2ccccc2)N1c1ccccc1F (stereo unspecified) | / | / | i | 0.2 | / | / | / | 3.7% | 0% | -3% | /
30 | COc1ccc(OC2CCN(S(=O)(=O)c3ccc(C(C)=O)cc3)CC2)cc1 | / | / | i | 1.2 | / | / | / | 4.3% | 0% | 6% | /

Profiles as entered above. Order of values: TNAP activators, PMI inhibitors, Myeloid diff 2, Myeloid diff 2 GFP+ MAC1+ %, WT yeast gro inh, WT yeast gro inh mutant strain, XIAP antagonists, RSV CPE inhibition, SIAH1 antagonists, Salmonella PhoP GFP, human PMI inhibitors
Cc1cc(NC(=O)CCC(=O)N(Cc2cccnc2)C(C(=O)NC(C)(C)C)c2ccccc2Cl)no1 (stereo unspecified) as listed: /, /, i, 0.4, /, /, /, 1.3%, 1%, -3%, /
CC(C)c1ccc(OCC(=O)N(Cc2ccccc2)c2ccccn2)cc1 as listed: 1, -7%, i, 0.0, 11, 13, -19%, -0.1%, -4%, 4%, -9%
CC(C)Cn1cnc2c1c(=O)n(CC(O)c1ccccc1)c(=O)n2CC(C)C (stereo unspecified) as listed: 1.1, 4%, i, 0.6, 3, -8, -7.1%, -2.6%, -3%, 5%, -7%
Cc1ccc(N2C(=O)[C@@H]3C(C(=O)CCN4C(=O)c5ccccc5C4=O)=NN[C@@H]3C2=O)cc1 as listed: 1.1, 7%, i, 0.6, 11, 18, -6.1%, 3.0%, -6%, 3%, 1%
O=C(Nc1sc2c(c1C(=O)NCCCO)CCCC2)c1ccccc1 as listed: /, /, i, 0.6, /, /, /, 10%, 2%, -5%, /

(further entries)
No. | SMILES | TNAP activators | PMI inhibitors | Myeloid diff 2 | Myeloid diff 2 GFP+ MAC1+ % | WT yeast gro inh | WT yeast gro inh mutant strain | XIAP antagonists | RSV CPE inhibition | SIAH1 antagonists | Salmonella PhoP GFP | human PMI inhibitors
31 | N/C(=N\OC(=O)c1cc(Br)ccc1Cl)c1ccccn1 | 1.1 | -1% | i | 0.0 | 16 | 33 | -0.8% | 13% | 5% | -2% | 4%
32 | O=[N+]([O-])c1ccccc1/C=N/n1c(COc2ccccc2)n[nH]c1=S | 1 | 13% | / | / | 9 | 9 | -5.6% | ? | 0% | -1% | 11%
33 | CCS(=O)(=O)N1CCC(C(=O)Nc2cc(Cl)ccc2O)CC1 | 1.1 | 6% | i | 0.5 | 14 | -3 | -3.3% | 1.0% | 4% | 3% | 22%
34 | Cc1oc(/N=C/c2cccc([N+](=O)[O-])c2)c(C#N)c1C | / | / | i | 0.4 | / | / | / | 0.4% | 12% | 6% | /
35 | CCN1CCN(C(=O)c2ccc3c(c2)S(=O)(=O)c2ccccc2C3=O)CC1 | 1.1 | -41% | i | 0.3 | 13 | -8 | -8.6% | 0.9% | -11% | -6% | -16%
36 | CCCCC(CCC(=O)Nc1cccc([N+](=O)[O-])c1)C(=O)O (stereo unspecified) | / | / | i | 0.3 | / | / | / | -0.9% | 14% | -3% | /
37 | CC1=C(C(=O)N2CCOCC2)C(c2ccccc2F)C2=C(CC(C)(C)CC2=O)N1 (stereo unspecified) | 1.1 | 1% | i | 0.7 | 2 | 8 | -0.4% | 0.9% | 2% | -2% | -5%
38 | COc1ccc(-c2nnc(SCC(=O)Nc3cc(C)on3)n2N)cc1OC | 1 | 7% | i | 1.1 | -5 | -8 | -0.3% | 0.1% | 0% | 1% | 6%
39 | CCOC(=O)c1ccc(-c2ccc(/C=N/NC(=O)CN(c3ccccc3Cl)S(C)(=O)=O)o2)cc1 | 1.1 | 12% | i | 1.3 | 10 | 23 | -0.4% | 5.6% | -7% | -3% | 3%
40 | O=C(NCc1cccs1)c1cnn2cccnc12 | 1.1 | 3% | i | 1.1 | 8 | 0 | -3.9% | -0.5% | -1% | -5% | 1%
41 | O=C1CC(c2cccs2)c2cc3c(cc2N1)OCCO3 (stereo unspecified) | 1.1 | 2% | i | 2.0 | 13 | 8 | -6.2% | 1.1% | 0% | -4% | 7%
42 | Cc1nccn1CC(=O)N/N=C/c1ccccc1O | / | / | i | 0.3 | / | / | / | 0.8% | 0% | 5% | /
43 | CN1CCN(c2ccc(C(F)(F)F)cc2NC(=O)Nc2ccccc2)CC1 | / | / | i | 1.8 | / | / | / | 20% | -6% | 12% | /
44 | CCOC(=O)c1c(/N=C/N(C)C)sc(C=O)c1-c1ccccc1 | 1 | -10% | i | 0.0 | -13 | -3 | -18% | 1.3% | -6% | 7% | -2%
45 | CC(=O)Nc1cc(-c2ccc(Cl)cc2)[nH]n1 | 0.1 | / | i | 0.3 | 1 | -4 | -12% | 1.9% | -9% | -1% | /
46 | Cc1ccc(C(=O)Oc2cc(-c3ccccc3)no2)cc1 | 1.1 | 7% | i | 0.4 | 8 | 10 | -17% | -0.3% | 0% | -8% | 2%
47 | Cc1cc(C)nc(SCC(=O)Nc2ccc(N3CCOCC3)c(Cl)c2)n1 | 1.2 | 8% | i | 1.8 | -10 | -6 | 0.8% | 2.5% | 1% | 1% | 5%
48 | CCOC(=O)N1CCN(C(=O)COc2ccc(S(=O)(=O)Nc3ccc(OCC)cc3)cc2)CC1 | 1.1 | 9% | i | 0.5 | 3 | -2 | -7.5% | 8.1% | 0% | -5% | 6%
49 | CCc1nc2ccc(C(=O)N3CCN(c4cccc(OC)c4)CC3)cc2nc1CC | / | / | i | 4.8 | / | / | / | 3.7% | 2% | -9% | /

Screens (PubChem)
